From PubChem
SIRT5 block: SIRT5 desuccinylase inhibitors, primary screen, biochemical, fluorescence imaging, single point, set 5. AID 652115, 2013. NAD-dependent protein deacylase sirtuin-5, mitochondrial (Homo sapiens), Q9NXA8. inhibition, % at 15 µM. 330,000 tested, 1.1% active. Purified SirT5, succinyl-peptide AMC, trypsin-coupled fluorescence; in the data active = inhibition above about 15%
Target sequence (Q9NXA8 whole entry, looked up): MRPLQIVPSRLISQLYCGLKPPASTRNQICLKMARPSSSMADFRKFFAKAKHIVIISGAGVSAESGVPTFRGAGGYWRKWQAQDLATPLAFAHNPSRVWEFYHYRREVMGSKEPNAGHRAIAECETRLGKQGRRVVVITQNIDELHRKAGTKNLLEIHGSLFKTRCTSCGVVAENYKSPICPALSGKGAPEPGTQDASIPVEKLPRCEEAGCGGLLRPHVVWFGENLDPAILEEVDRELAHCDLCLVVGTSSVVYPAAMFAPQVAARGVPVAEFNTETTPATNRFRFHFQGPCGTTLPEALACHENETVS
ERp5 inh: inhibitors of ERp5-driven insulin aggregation, primary screen, biochemical, turbidity, absorbance 650 nm, single point. Protein disulfide-isomerase A6 (Homo sapiens), Q15084. 90 min. inhibition, % at 9.99 µM. 350,000 tested, 0.05% active;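 active = mean replicate inhibition above about 25%, with every replicate also reaching it, limit read from the data, passing the limit was not always enough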
Target sequence (Q15084 whole entry, looked up): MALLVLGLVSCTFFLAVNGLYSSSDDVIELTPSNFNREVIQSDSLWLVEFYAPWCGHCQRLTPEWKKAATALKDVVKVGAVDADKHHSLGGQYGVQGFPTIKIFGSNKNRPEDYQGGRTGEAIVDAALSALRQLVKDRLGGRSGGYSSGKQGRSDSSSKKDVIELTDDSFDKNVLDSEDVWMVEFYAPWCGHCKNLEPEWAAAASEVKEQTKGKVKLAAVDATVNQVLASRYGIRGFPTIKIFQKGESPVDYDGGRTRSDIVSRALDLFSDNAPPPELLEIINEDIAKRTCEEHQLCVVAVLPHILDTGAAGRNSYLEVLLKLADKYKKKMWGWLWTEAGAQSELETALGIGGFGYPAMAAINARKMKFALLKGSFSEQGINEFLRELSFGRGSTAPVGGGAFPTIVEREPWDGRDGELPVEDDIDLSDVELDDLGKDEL
The depositor's hits bear a star; & = joins results of further samples. An excerpt, so the mix of outcomes need not match the whole.

Each structure is followed by: ERp5 inh	SIRT5 block
CCCC(=O)Nc1ccc2c(c1)OC[C@H](C)N(Cc1cncnc1)C[C@H](C)[C@@H](OC)CN(C)C2=O
 : 11	5
Cc1ccc(-c2cc(C(=O)Nc3cc(C)on3)no2)cc1
 : -7	-3
COc1ccc(CN2CC3(CN(C(=O)Cc4ccccc4)C3)c3c([nH]c4cc(OC)ccc34)[C@H]2CO)cc1
 : 2	4
COc1ccc2c3c(n(C)c2c1)[C@H](CO)N(Cc1ccccc1F)CC31CCN(C(=O)C2CCC2)CC1
 : -1	8
CCS(=O)(=O)N[C@@H]1C=C[C@H](CC(=O)NCc2ccccn2)O[C@@H]1CO
 : -10	-10
COc1ccc(NC(=O)C2c3ccccc3OCC(=O)N2Cc2cccnc2)cc1 (stereo not drawn)
 : -4	1
COc1ccc2c3c(n(C)c2c1)[C@H](CO)N(CC1CC1)CC31CCN(C(=O)c2cccc(F)c2)CC1
 : -5	0
O=C(Cc1ccc([N+](=O)[O-])cc1)N1CCc2ccccc2C1
 : 5	-4
O=C(C[C@H]1C=C[C@@H](NC(=O)c2ccncc2)[C@@H](CO)O1)Nc1ccc(-c2ccccc2)cc1
 : -8	-7
CN(C)C(=O)c1cccc(-c2ccc([C@H]3[C@@H](CO)N4C(=O)CN(C(=O)C5CCC5)C[C@@H]34)cc2)c1
 : 3	0
CCC(=O)N1CC(=O)N2[C@H](CO)[C@@H](c3ccc(C#Cc4cccc(OC)c4)cc3)[C@@H]2C1
 : -5	6
CC(C)C[C@H]1CN([C@@H](Cc2ccc(O)cc2)CN2CCC[C@H]2CN2C(=O)C(=O)NC[C@@H]2Cc2ccccc2)C(=O)C(=O)N1CC1CCCCC1
 : 1	3
CCCC#Cc1ccc([C@H]2[C@H](CO)N3C(=O)CN(C(=O)Nc4cccc(F)c4)C[C@@H]23)cc1
 : -1	5
OC[C@@H]1CC[C@@H]2O[C@H](CCc3ccc(C#CCc4ccccc4)cc3)[C@@H](n3cc(-c4ccccc4)nn3)C[C@@H]2O1
 : -5	1
C=C(C)c1sc(-c2ccccc2)nc1C
 : 1	-3
COc1cc(C(=O)C(=O)N2CCN(c3ccccc3)CC2)cc2ccccc12
 : 2	-1
CN(C)C(=O)c1cccc(-c2ccccc2[C@@H]2[C@H](C#N)N(C(=O)C3CCCCC3)[C@H]2CO)c1
 : -5	-2
CCCC(=O)N1CC2(C1)CN(C(=O)CC)[C@H](CO)c1c2c2ccc(OC)cc2n1C
 : -4	7
O=C(C1CCC1)N1CC2(C1)[C@H](c1ccccc1)[C@@H](CO)N2C(=O)c1cccnc1
 : -3	-2
CCCCCCCCN1C(=O)[C@H](CC(=O)NCc2cccs2)C[C@@]2(C(=O)OC)CCCCC=C12
 : 8	-1
O=C(Nc1ccccc1F)N1C[C@@H]2N[C@H](C1)C2c1ccc(-c2ccccc2)cc1 (stereo partly drawn)
 : 2	-5
CC(C)NC(=O)N1[C@H](CO)[C@H](c2ccccc2)C12CN(C(=O)Cc1ccccc1)C2
 : 2	0
COc1ccc2c3c(n(C)c2c1)[C@@H](CO)N(Cc1ccncc1)CC31CCN(C(=O)C2CCCCC2)CC1
 : 2	1
Cc1cccc(-c2nc3ccccc3c(=O)n2NC(=O)/C=C/c2ccc([N+](=O)[O-])cc2)c1
 : 10	-5
COc1ccc2c3c([nH]c2c1)[C@@H](CO)N(Cc1cccc(F)c1)CC31CCN(Cc2ccccn2)CC1
 : 6	-2
COc1ccc2c3c([nH]c2c1)[C@@H](CO)N(C(=O)Nc1ccc(F)cc1)CC31CCN(S(=O)(=O)c2cccc(C)c2)CC1
 : -3	-2
N#Cc1c(N)nc(N)nc1Nc1ccc(Br)cc1
 : 3	0
O=S1(=O)CC(N2CCCCC2)CN1Cc1cn(Cc2ccc(F)cc2)nn1 (stereo not drawn)
 : 2	-8
O=S1(=O)CCN(C2CCCCCCC2)CC1
 : -2	2
COc1ccc(NC(=O)C2C(c3ccc4c(c3)OCO4)=Nc3ccccc3N2C(C)=O)cc1 (stereo not drawn)
 : 0	0
CC(C)n1nnnc1C1c2ccccc2C(=O)N1CCc1c[nH]c2ccccc12 (stereo not drawn)
 : 4	-1
Cc1ccccc1-c1ccc2c(c1)[C@@H]1C[C@H]3[C@@H](CN1CC2)[C@H](C)ON3C
 : -3	0
O=C(N/N=C/c1ccccc1OCc1ccccc1)c1cccnc1
 : 2	3
CN(C)C(=O)c1cccc(-c2ccccc2[C@@H]2[C@@H](C#N)N(C(=O)C3CCC3)[C@H]2CO)c1
 : 0	-2
C[C@H]1CN([C@@H](C)CO)C(=O)c2cccc(NC(=O)CCCCCC(=O)Nc3ccccc3N)c2O[C@@H]1CN(C)Cc1ccncc1
 : -4	-2
Cc1ccc2nc(N)nnc2c1
 : 4	2
CC(C)c1ccc(/C=N/NC(=O)c2ccccc2Cl)cc1
 : 2	2
COc1ccc2[nH]c(C)c(C(=O)CN(C)CC3OCCO3)c2c1
 : -2	-3
O=C(Cc1cccnc1)N1CC(=O)N2[C@@H](CO)[C@H](c3ccc(C#CC4CCCCC4)cc3)[C@@H]2C1
 : 4	-1
COc1ccc(C(=O)c2ccccc2)c(OCC(=O)N(C)C)c1
 : 4	-1
Cc1cc(C)n2c(NC3CCCC3)c(-c3ccc(F)cc3)nc2n1
 : -7	4
CCC(C)NC(=O)c1cc(Sc2nnc(C)s2)nc2ccccc12 (stereo not drawn)
 : -2	-3
CCN1C(=O)[C@@H]2[C@H](C1=O)[C@@H]1CC(C(=O)OC)=C[C@@H](C(=O)OC)C3C1=C(C(=O)C3(CC)CC)[C@@H]2C (stereo partly drawn)
 : 3	-1
O=C(C[C@H]1C=C[C@@H](NC(=O)CN2CCOCC2)[C@@H](CO)O1)NCCc1ccncc1
 : -5	-2
CN(C)C(=O)c1cccc(-c2ccc(C3[C@@H]4CN(Cc5cncnc5)C[C@H]3N4)cc2)c1 (stereo partly drawn)
 : -1&-1	-11&-7
O=c1[nH]c(=S)[nH]c2c1C(c1ccc(F)cc1)OC(CCc1ccccc1)C2 (stereo not drawn)
 : -2	2
CO[C@@H]1CN(C)C(=O)c2ccc(NC(=O)c3ccc(-c4ccccc4)cc3)cc2OC[C@@H](C)NC[C@H]1C
 : 0	6
COc1ccccc1Cc1c(-c2ccccc2)nc2ccc(C)cn12
 : -11	-6
CCC(=O)N1CC2(C1)[C@H](c1ccc(-c3ccccc3C)cc1)[C@H](CO)N2C(C)=O
 : 2	1
CNC[C@@H]1Oc2ncc(C#CCC(C)C)cc2C(=O)N([C@H](C)CO)C[C@@H]1C
 : 1	-5
COc1ccc2c3c(n(C)c2c1)[C@@H](CO)N(CC1CCOCC1)CC31CN(C(=O)Nc2ccccc2)C1
 : -7	6
COc1ccc(O)c(CNn2c(-c3ccc(Br)cc3)nc3ccccc3c2=O)c1
 : 1	3
Fc1cccc(CN2C[C@@H]3N[C@H](C2)[C@@H]3c2ccc(-c3cccc(F)c3)cc2)c1
 : 0	7
CO[C@H]1CN(C)C(=O)c2ccc(NC(=O)C3CCOCC3)cc2OC[C@H](C)NC[C@@H]1C
 : -1	-2
O=C(Nc1ccc(Oc2cccnc2)cc1)c1ccc([N+](=O)[O-])cc1
 : -8	0
CS(=O)(=O)N[C@@H]1C[C@@H]2O[C@H](CO)CC[C@@H]2O[C@@H]1CCc1ccc(/C=C/c2ccccc2)cc1
 : -5	-3
O=C(c1ccccn1)N1CC(=O)N2[C@H](CO)[C@H](c3ccc(C#CC4CCCC4)cc3)[C@@H]2C1
 : -2	-1
C[C@@H]1CN([C@@H](C)CO)C(=O)c2cccc(NC(=O)Nc3ccc(C(F)(F)F)cc3)c2O[C@@H]1CN(C)Cc1ccc(C(=O)Nc2ccccc2N)cc1
 : 6	2
COC(=O)C(C(=O)OC)C1CCCCC1NS(=O)(=O)c1ccc(C)cc1 (stereo not drawn)
 : 0	-5
COC(=O)C1=C(C)N(Cc2ccccc2)C(=S)NC1c1cccc(Br)c1 (stereo not drawn)
 : 1	0

Next entries follow:
Each structure is followed by: ERp5 inh	SIRT5 block
O=C(c1ccccn1)N1CC[C@@H]2[C@H](CO)Nc3ccc(-c4ccc(F)cc4)cc3[C@@H]21
 : 6	-6
CCC(c1nnnn1-c1ccc2c(c1)OCCO2)N1CCN(c2ncccn2)CC1 (stereo not drawn)
 : 3	-3
CN1c2ccc(C3=CCCCC3)cc2[C@@H]2[C@@H](CCN2C(=O)C2CC2)[C@H]1CO
 : -1	5
COc1cccc(CN2[C@@H](CO)[C@@H](c3ccccc3)C23CN(C(=O)C2CCOCC2)C3)c1
 : 1	-1
C[C@H](CO)N1C[C@H](C)[C@H](CN(C)Cc2ccc(C(=O)Nc3ccccc3N)cc2)Oc2c(NC(=O)Nc3cccc4ccccc34)cccc2C1=O
 : 1	5
CCCNC(=O)N1[C@H](CO)[C@H](c2ccccc2)[C@@H]1CNC(=O)C1CCCCC1
 : -5	-5
COC(=O)c1ccc(N2C(c3cc(OC)cc(OC)c3)=Cc3ccc(-c4cnc(OC)nc4)cc3C2CC(=O)C2CC2)cc1 (stereo not drawn)
 : 7	-11
CCOC(=O)[C@]12CCCC=C1N(CCC1=CCCCC1)C(=O)[C@H](CC(=O)N1CCN(C(=O)C3CC3)CC1)C2
 : 2	1
O=C(C1CCOCC1)N1C[C@@H]2N[C@H](C1)C2c1ccc(-c2cncnc2)cc1 (stereo partly drawn)
 : -1&-3	2&0
Cc1cc(F)ccc1S(=O)(=O)N1CCCCC1CCNC(=O)C(=O)NCc1ccccn1 (stereo not drawn)
 : -1	-4
CCCNC(=O)NC(=O)CSc1nnc(-c2c[nH]c3ccccc23)o1
 : 1	-1
O=S1(=O)CC(N2CCCC2)CN1Cc1cn(Cc2cccc(Cl)c2)nn1 (stereo not drawn)
 : -9	1
N#C[C@@H]1[C@@H](c2ccccc2-c2cccc(F)c2)[C@H](CO)N1C(=O)C1CC1
 : 0	1
COc1cccc(-c2ccc(=O)n(CC(=O)Nc3ccc(S(=O)(=O)NCC(C)C)cc3)n2)c1
 : -6	-1
CC(=O)N1[C@H](CO)[C@@H](c2ccc(C3=CCCC3)cc2)C12CN(C(=O)C1CC1)C2
 : 6	-5
O=C(CN1CCN(c2ccccc2)CC1)Nc1ccc2c(c1)CCC2
 : -6	-6
Cc1ccccc1-c1ccc(C2[C@H]3CNC[C@@H]2N3C(=O)Nc2ccc(F)cc2)cc1 (stereo partly drawn)
 : 0&2	1
CCOC(=O)/C(C#N)=C/c1cccc([N+](=O)[O-])c1
 : 0	1
O=C(c1cnccn1)N1CC(=O)N2[C@H](C1)[C@H](c1ccc(-c3cccc(F)c3)cc1)[C@@H]2CO
 : 10	1
COc1ccc2c3c([nH]c2c1)[C@@H](CO)N(Cc1nccs1)CC31CCN(C(=O)C2CCCCC2)CC1
 : -1	1
CO[C@@H]1CN(C)C(=O)c2ccc(NS(C)(=O)=O)cc2OC[C@@H](C)N(C(=O)NC(C)C)C[C@@H]1C
 : 7	0
Cc1cccc(-n2c(Cc3cc(=O)[nH]c(=O)[nH]3)nnc2SCC(=O)Nc2cccc(C(F)(F)F)c2)c1
 : 2	2
CC(C)C[C@@H]1CC2=C(C(=O)OC(C)(C)O2)[C@H](CCc2ccccc2)O1
 : -1	-3
C/C=C/c1ccccc1[C@H]1[C@@H](C#N)N(C(=O)CN2CCOCC2)[C@@H]1CO
 : -1	0
CCCCNC(=O)C1C(c2ccc(OC)cc2)=Nc2ccccc2N1C(=O)c1ccc2ncccc2c1 (stereo not drawn)
 : -1	3
Cc1ccc(S(=O)(=O)C[C@@H]2OC[C@H](C)N2S(=O)(=O)c2ccc(C)cc2)cc1
 : 3	2
COc1ccc(Cn2cc(CN3CC(N4CCN(C5CCN(C)CC5)CC4)CS3(=O)=O)nn2)cc1 (stereo not drawn)
 : 1	-8
N#Cc1ccc(-c2nc3c(Cl)cc(C(F)(F)F)cn3c2Cc2ccsc2)cc1
 : 1	0
c1ccc(CN2[C@@H]3CNC[C@H]2C3c2ccc(-c3ccncc3)cc2)nc1 (stereo partly drawn)
 : -1	-3
CCCCCCn1cc(CN2CC(N3CCN(CCO)CC3)CS2(=O)=O)nn1 (stereo not drawn)
 : -1	-7

A draw from above in order of length of the SMILES, ascending:
Each structure is followed by: ERp5 inh	SIRT5 block
O=C(CN1CCN(c2ccccc2)CC1)Nc1ccc2c(c1)CCC2
 : -6	-6
CCC(c1nnnn1-c1ccc2c(c1)OCCO2)N1CCN(c2ncccn2)CC1 (stereo not drawn)
 : 3	-3
c1ccc(CN2[C@@H]3CNC[C@H]2C3c2ccc(-c3ccncc3)cc2)nc1 (stereo partly drawn)
 : -1	-3
CC(C)C[C@@H]1CC2=C(C(=O)OC(C)(C)O2)[C@H](CCc2ccccc2)O1
 : -1	-3
CCCNC(=O)N1[C@H](CO)[C@H](c2ccccc2)[C@@H]1CNC(=O)C1CCCCC1
 : -5	-5

Single records, from the list above:
`COc1cccc(-c2ccc(=O)n(CC(=O)Nc3ccc(S(=O)(=O)NCC(C)C)cc3)n2)c1` as listed: ERp5 inh = -6; SIRT5 block = -1
`COc1ccc2c3c([nH]c2c1)[C@@H](CO)N(Cc1nccs1)CC31CCN(C(=O)C2CCCCC2)CC1` as listed: ERp5 inh = -1; SIRT5 block = 1

Next section:
Each structure is followed by: ERp5 inh	SIRT5 block
COc1ccc2c3c(n(C)c2c1)[C@@H](CO)N(C(=O)Nc1ccc(F)cc1)CC31CCN(S(=O)(=O)c2cccs2)CC1
 : 5	0
COc1cccc(NC(=O)N2CC3(C2)[C@H](c2ccccc2)[C@@H](CO)N3C(=O)C2CCCC2)c1
 : 3	6
O=C(Nc1ccccc1F)N1CC(=O)N2[C@H](C1)[C@H](c1ccc(C#Cc3ccccc3)cc1)[C@@H]2CO
 : 7	1
COc1ccc(NC(=O)CC(C)=O)c(OC)c1
 : 2	-5
COc1ccc2c3c([nH]c2c1)[C@H](CO)N(C(=O)Nc1cccc(F)c1)CC31CCN(CC2CC2)CC1
 : -2	8
COCC(=O)N1CC2(C1)CN(Cc1cccc(OC)c1)[C@H](CO)c1c2c2ccc(OC)cc2n1C
 : 2	1
